Screens as filed in PubChem.
PrPC surface inh – inhibitors of human cell surface prion protein PrPC. P04156. TR-FRET read-out. inhibition, % at 13.8 µM. 370,000 tested, 0.43% active. AID 720596; in the data active means inhibition above about 24%; further: 0% = median of the test wells and 100% = reference compound wells
PriA SSB inh – inhibitors of Klebsiella pneumoniae PriA binding to SSB C-terminal tail | AlphaScreen SSBct-PriA binding, biotinylated peptide | AID 1272365 | 430,000 tested, 0.6% active | inhibition, % at 33 µM; in the data active means inhibition mostly above about 37%, no sharp cut-off; inactive means mostly below about 20%;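 further: plate controls were negative control peptide for no effect and reference peptide for full effect; strong numbers were not always called active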
Rv3671c protease – inhibitors of M. tuberculosis serine protease Rv3671c | P9WHR9 | inhibition, % at 5.96 µM | 320,000 tested, 0.048% active | AID 2606; in the data active means inhibition above about 38%;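 further: extracellular domain of Rv3671c used as enzyme; 0% = enzyme with DMSO and 100% = no enzyme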
Target sequence (P9WHR9 whole entry, looked up, the tested form may be a part): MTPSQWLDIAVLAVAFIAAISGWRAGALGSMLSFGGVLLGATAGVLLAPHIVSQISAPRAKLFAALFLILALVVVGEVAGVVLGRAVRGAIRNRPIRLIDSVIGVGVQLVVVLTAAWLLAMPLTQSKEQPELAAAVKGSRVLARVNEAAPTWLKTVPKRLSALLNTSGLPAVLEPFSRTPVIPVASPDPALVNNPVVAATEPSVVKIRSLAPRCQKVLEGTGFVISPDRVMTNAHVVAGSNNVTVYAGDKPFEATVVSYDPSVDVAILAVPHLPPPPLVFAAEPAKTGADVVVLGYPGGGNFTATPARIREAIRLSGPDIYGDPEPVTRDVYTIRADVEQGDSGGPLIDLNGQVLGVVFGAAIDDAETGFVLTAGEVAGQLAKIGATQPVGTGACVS
BoNT-F LC inh – blocks Botulinum neurotoxin F light chain protease. Multiplex microsphere protease cleavage assay, flow cytometry. inhibition, % at 10 µM. 360,000 tested, 0.22% active; in the data active means inhibition above about 35%, passing the limit was not always enough; inconclusive means no clear call, values can overlap the other calls; further: plate controls were buffer without enzyme for full effect and enzyme alone for no effect
VHR inh abs – inhibitors of human VHR1 phosphatase (DUSP3). P51452. recombinant VHR phosphatase, pNPP absorbance. inhibition, % at 13.3 µM. 290,000 tested, 0.52% active. AID 1654; in the data active means inhibition above about 50%; further: some compounds called inactive have numbers as strong as hits
Target sequence (P51452 whole entry, looked up): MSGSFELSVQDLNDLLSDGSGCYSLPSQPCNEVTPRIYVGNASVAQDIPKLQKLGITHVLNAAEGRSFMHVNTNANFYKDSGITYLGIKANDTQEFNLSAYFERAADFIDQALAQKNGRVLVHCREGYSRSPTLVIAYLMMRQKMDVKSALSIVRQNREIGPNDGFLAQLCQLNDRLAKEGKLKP
SARS 3CLpro inh – SARS-CoV 3CLpro protease inhibition; P0C6X7; recombinant SARS-CoV 3CLpro, quenched FRET peptide cleavage; inhibition, % at 6 µM; 290,000 tested, 0.14% active; AID 1706; in the data active means inhibition above about 12%
MazEF act – activators of E. coli MazEF toxin-antitoxin RNase; 350,000 tested, 0.32% active; P0AE70; FAM/BHQ RNA-DNA oligo cleavage fluorescence, 5 h; activation, % at 20 µM; in the data active means activation above about 50%
Target sequence (P0AE70 whole entry, looked up): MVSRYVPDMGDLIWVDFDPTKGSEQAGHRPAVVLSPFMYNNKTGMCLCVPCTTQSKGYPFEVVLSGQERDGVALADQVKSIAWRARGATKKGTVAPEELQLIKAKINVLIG
CCHF vOTU inh – blocks the CCHF virus ovarian tumor domain protease; 370,000 tested, 0.55% active; inhibition, % at 11.5 µM; CCHFV vOTU protease, Pep-AMC fluorescence; in the data active means inhibition above about 30%; further: 0% = vehicle wells with enzyme and 100% = no enzyme wells
BoNT-A LC inh2 – BoNT A light chain protease inhibition; multiplex microsphere protease substrate cleavage, flow cytometry; inhibition, % at 10 µM; 360,000 tested, 0.17% active; further: plate controls were buffer without enzyme for full effect and enzyme alone for no effect
Anthrax LF inh2 – inhibitors of Bacillus anthracis lethal factor protease | P15917 | multiplex microsphere protease cleavage assay, LF | inhibition, % at 10 µM | 360,000 tested, 0.12% active | AID 588501; further: plate controls were buffer without enzyme for full effect and enzyme alone for no effect
* marks the source's active call; other numbers are inactive results; ? = inconclusive; nt = no result given. Unless noted, no stated cut-off is given here; in the data, active means inhibition above about 30%; inconclusive means no clear call, values can overlap the other calls; inactive means below that. These rows are one share of the data; rates above refer to the full screens.

SMILES	PrPC surface inh	PriA SSB inh	Rv3671c protease	BoNT-F LC inh	VHR inh abs	SARS 3CLpro inh	MazEF act	CCHF vOTU inh	BoNT-A LC inh2	Anthrax LF inh2
CCN(CC(=O)Nc1c(F)cccc1F)C(=O)c1cc(S(=O)(=O)NCc2ccccc2)ccc1C	0	-6	-11	7	nt	nt	-2	-1	3.9	2
CCOC(=O)c1c(NC(=O)CSc2ncnc3[nH]ncc23)sc2c1CCC(C)C2 (centres undefined)	-15	2	1	5	18	0	-36	-16	-0.8	-5
CC1=C(C(=O)OCc2ccccc2)C(c2ccccc2OS(=O)(=O)c2ccc(C)cc2)NC(=O)N1CCCC(=O)O (centres undefined)	7	-20	-17	nt	nt	nt	0	2	nt	nt
Cc1nc(Nc2ccc3c(c2)OCCO3)c2nnn(Cc3ccccc3Cl)c2n1	16	-2	-1	-12	18	4	-4	0	0.5	-1
O=C(CN1CCCCCC1)NCC1CCCO1 (centres undefined)	-1	2	0	1	11	-4	4	-13	-0.9	-5
CCOC(=O)N1CCC(N2Cc3cccc(C(=O)NCC4CCN(CC(C)C)C4)c3C2=O)CC1 (centres undefined)	2	-9	-6	-19	4	3	-8	1	0.1	-4
O=C1CC(c2ccccc2)CN1 (centres undefined)	-1	-16	-1	?	31	6	1	0	-0.8	4
CCc1cccc2c(C(=O)C(NC(C)CC)c3ccccc3)c[nH]c12 (centres undefined)	7	-5	-1	-7	2	-4	9	7	0.1	-5
CN1C(=O)C(C)(C)c2cc(S(=O)(=O)N(C)Cc3ccccc3)ccc21	2	2	-1	-6	33	-9	9	3	-0.3	-3
Cc1nc(C)c(-c2csc(Nc3cccnc3)n2)s1	-17	16	8	-14	2	-11	9	11	-1.9	-5
CC1=NN(C(=O)c2c(Br)c(C)nn2C)C(O)(C(F)(F)F)C1 (centres undefined)	2	3	6	-3	3	-3	0	14	-1.6	-2
CC(=O)NC1CC2CCC(C1)N2Cc1ccc(C)cc1 (centres undefined)	-7	-3	-6	19	28	-8	4	4	0.6	13
COc1ccc(OC)c(NC(=S)NCC(c2cccnc2)N2CCOCC2)c1 (centres undefined)	6	-1	5	-3	8	5	2	1	-0.6	2
Cc1ccc(CCc2nnc(SCC(=O)Nc3cccc(Cl)c3)n2-c2ccccc2)o1	10	-5	-4	-11	5	5	4	12	-0.5	-1
O=C(CN1C(=O)NC2(CCCC2)C1=O)N1CCN(S(=O)(=O)c2cccc(F)c2)CC1	4	4	-5	-12	-2	2	7	10	1.5	-6
CCN(CC)CCNC(=O)c1c(O)c2ccccc2n(Cc2ccccc2)c1=O	-11	-2	5	-9	21	-2	0	17	-0.1	1
NC(=O)C1CC12c1ccccc1-c1ccccc12 (centres undefined)	-3	2	-7	2	6	-1	5	3	-1.8	-12
O=C(NC(=S)NNC(=O)c1ccc(Cl)cc1Cl)c1cccnc1	-1	-2	-11	-8	-3	-3	-1	-5	-0.9	-6
O=S(=O)(CC(O)(c1ccccc1)c1ccccc1)CC(O)(c1ccccc1)c1ccccc1	-2	-9	nt	0	nt	nt	69*	-13	0.6	-3
COc1ccc(Nc2nc(CC(C)=O)ns2)cc1OC	-4	-12	-1	0	24	-1	0	27	0.0	-5
OC(c1cccc(Cl)c1)c1nc(-c2ccc(Cl)cc2)cs1 (centres undefined)	-5	nt	nt	-11	nt	nt	nt	21	-0.8	-4
O=C(NCc1nnnn1-c1ccc(F)cc1)c1cc2ccccc2o1	-1	nt	nt	-9	nt	nt	4	-7	-0.3	-1
COc1ccc(C(=O)N/N=C/c2ccc3cccc(O)c3n2)cc1	-19	nt	-12	-2	16	-8	22	7	0.1	0
CCc1cc(CNC(=O)CC2C(=O)NCCN2Cc2ccccc2C(F)(F)F)on1 (centres undefined)	-3	5	-3	3	0	3	1	-8	0.2	-1
O=C(COC(=O)c1ccc(Cl)nc1)NCCc1ccc(F)cc1	2	-8	7	nt	nt	nt	0	16	nt	nt

Sorted by SMILES length (low to high): part of the list above.
SMILES	PrPC surface inh	PriA SSB inh	Rv3671c protease	BoNT-F LC inh	VHR inh abs	SARS 3CLpro inh	MazEF act	CCHF vOTU inh	BoNT-A LC inh2	Anthrax LF inh2
O=C1CC(c2ccccc2)CN1 (centres undefined)	-1	-16	-1	?	31	6	1	0	-0.8	4
O=C(CN1CCCCCC1)NCC1CCCO1 (centres undefined)	-1	2	0	1	11	-4	4	-13	-0.9	-5
Cc1nc(C)c(-c2csc(Nc3cccnc3)n2)s1	-17	16	8	-14	2	-11	9	11	-1.9	-5
CC(=O)NC1CC2CCC(C1)N2Cc1ccc(C)cc1 (centres undefined)	-7	-3	-6	19	28	-8	4	4	0.6	13
OC(c1cccc(Cl)c1)c1nc(-c2ccc(Cl)cc2)cs1 (centres undefined)	-5	nt	nt	-11	nt	nt	nt	21	-0.8	-4
O=C(NCc1nnnn1-c1ccc(F)cc1)c1cc2ccccc2o1	-1	nt	nt	-9	nt	nt	4	-7	-0.3	-1
O=C(NC(=S)NNC(=O)c1ccc(Cl)cc1Cl)c1cccnc1	-1	-2	-11	-8	-3	-3	-1	-5	-0.9	-6
CCc1cccc2c(C(=O)C(NC(C)CC)c3ccccc3)c[nH]c12 (centres undefined)	7	-5	-1	-7	2	-4	9	7	0.1	-5
CCN(CC)CCNC(=O)c1c(O)c2ccccc2n(Cc2ccccc2)c1=O	-11	-2	5	-9	21	-2	0	17	-0.1	1
Cc1nc(Nc2ccc3c(c2)OCCO3)c2nnn(Cc3ccccc3Cl)c2n1	16	-2	-1	-12	18	4	-4	0	0.5	-1
CCc1cc(CNC(=O)CC2C(=O)NCCN2Cc2ccccc2C(F)(F)F)on1 (centres undefined)	-3	5	-3	3	0	3	1	-8	0.2	-1
CCOC(=O)c1c(NC(=O)CSc2ncnc3[nH]ncc23)sc2c1CCC(C)C2 (centres undefined)	-15	2	1	5	18	0	-36	-16	-0.8	-5
O=S(=O)(CC(O)(c1ccccc1)c1ccccc1)CC(O)(c1ccccc1)c1ccccc1	-2	-9	nt	0	nt	nt	69*	-13	0.6	-3
O=C(CN1C(=O)NC2(CCCC2)C1=O)N1CCN(S(=O)(=O)c2cccc(F)c2)CC1	4	4	-5	-12	-2	2	7	10	1.5	-6
CC1=C(C(=O)OCc2ccccc2)C(c2ccccc2OS(=O)(=O)c2ccc(C)cc2)NC(=O)N1CCCC(=O)O (centres undefined)	7	-20	-17	nt	nt	nt	0	2	nt	nt

Carrying on:
SMILES	PrPC surface inh	PriA SSB inh	Rv3671c protease	BoNT-F LC inh	VHR inh abs	SARS 3CLpro inh	MazEF act	CCHF vOTU inh	BoNT-A LC inh2	Anthrax LF inh2
O=C(CN1C(=O)NC2(CCc3ccccc32)C1=O)Nc1ccccc1C(F)(F)F (centres undefined)	1	-10	0	nt	nt	nt	3	-6	nt	nt
CCC(=O)N1CCN(c2ccc(NC(=O)c3ccco3)cc2)CC1	2	-8	0	-6	-4	-2	9	7	0.0	1
CCN(C(=O)COC(=O)CNS(=O)(=O)c1ccc(C)cc1)C1CCS(=O)(=O)C1 (centres undefined)	-9	nt	nt	-10	nt	nt	6	-66	0.0	4
COc1ccc(CS(=O)(=O)CC(C)(O)c2ccc(Cl)cc2)cc1 (centres undefined)	6	-3	-4	-19	-15	1	-10	3	-3.2	-9
Cc1cc(Cl)c(S(=O)(=O)NCC2CCCO2)cc1OCC(N)=O (centres undefined)	-1	0	4	-1	-23	9	-3	1	-0.1	2
COC(=O)Nc1ccc(OCc2ccccc2)cc1	8	-10	0	-8	-13	-4	1	-9	1.2	-4
COc1ccc(C(O)(C(C)C)C(CN2CCOCC2)c2ccccc2)cc1 (centres undefined)	8	8	nt	-1	-11	3	3	-8	-1.7	-7
CCN1CCN(c2nc(-c3ccccn3)nc3ccccc23)CC1	-16	-8	11	-12	21	0	5	-7	-5.5	-2
COC(=O)n1c(=O)oc2cc(S(=O)(=O)N3CCCCC3)ccc21	-3	-8	-9	3	6	-2	-2	-9	?	0
COC(=O)c1cccc(-n2cnnn2)c1	4	-13	-1	-2	45	-5	5	-4	-0.4	14
CCCCNc1c(N)n(CC(C)C)c(=O)[nH]c1=O	7	-15	-4	-3	21	-5	-8	-9	-0.7	0
O=c1c2cc(Cl)ccc2[nH]c(=S)n1Cc1cccs1	2	-7	-9	-4	-2	-2	30	-6	1.7	3
CCOc1ccc(S(=O)(=O)NC(Cc2cnc[nH]2)C(=O)O)cc1 (centres undefined)	1	4	0	1	5	2	4	-11	0.4	0
CCc1ccc2oc(C(=O)Nc3nonc3CC)c(C)c2c1	2	-11	5	2	4	-2	9	1	-0.7	-3
Cc1cc(=O)[nH]c(N/N=C/c2ccccn2)n1	18	nt	-1	-10	12	7	7	11	-0.7	1
Cc1ccc(Cc2c(-c3ccc(Cl)cc3)nc3ccc(Cl)cn23)cc1	3	nt	nt	0	nt	nt	-40	2	0.3	-5
c1ccc(C2CC(c3ccccc3)C(c3ccccc3)N2)cc1 (centres undefined)	9	-10	-6	-28	25	5	-2	-7	-3.8	5
Cc1noc(C)c1C(=O)NNc1cc(Cl)ccc1Cl	10	-12	9	nt	-3	-3	5	-12	nt	nt
O=C1C(=O)N(Cc2ccncc2)C(c2ccccc2F)/C1=C(\O)c1ccc2c(c1)OCCO2 (centres undefined)	1	nt	-8	-1	-8	0	-29	-5	-0.2	-4
O=C(Nc1ccccc1N1CCOCC1)c1ccc2c(c1)OCO2	6	-1	4	-1	0	1	0	-18	0.0	-4
COc1ccc2c(c1)CCc1cc(C(=O)O)sc1-2	5	-4	1	-7	13	0	5	-420	-1.7	-1
Cc1cc(N2CCN(c3ccccn3)CC2)n2c(nc3ccccc32)c1C#N	4	-9	nt	17	7	-2	-20	-2	0.4	0
Cc1ccc(C(=O)N(CC(=O)NC2CCCC2)Cc2cccs2)s1	7	-11	-8	?	10	1	-1	-6	?	?
CC(=O)N1c2ccc(S(=O)(=O)N3CCCC3C(=O)NCc3ccccc3Cl)cc2CC1C (centres undefined)	-4	-5	-3	-8	9	3	-8	2	0.6	-4
Cc1ccc2c(c1)NC(=O)C(CC(=O)Nc1ccc(Br)c(C)c1)O2 (centres undefined)	-4	-6	3	21	-1	-5	-38	-1	2.2	-8
SMILES	PrPC surface inh	PriA SSB inh	Rv3671c protease	BoNT-F LC inh	VHR inh abs	SARS 3CLpro inh	MazEF act	CCHF vOTU inh	BoNT-A LC inh2	Anthrax LF inh2
COc1ccccc1C(=O)NCC(=O)OCC(=O)c1cccc2ccccc12	-2	3	-2	8	nt	nt	-3	-7	2.8	-2
CCN1C(=O)/C(=C/c2ccc(C)o2)N(C)C1=S	-5	5	7	1	0	0	-1	10	2.0	-3
Cc1ccc(S(=O)(=O)Oc2ccc(C(c3c(C)[nH][nH]c3=O)c3c(C)[nH][nH]c3=O)cc2)cc1	nt	18	-7	-3	-18	4	-3	nt	-0.6	0
Cc1ccccc1CN1CCN(S(C)(=O)=O)CC1	6	0	7	?	14	2	-7	7	2.2	-23
O=C(Nc1ccncc1)c1cc(-c2cccc(Br)c2)nc2ccccc12	-2	-7	-47	nt	nt	nt	-15	3	nt	nt
CCc1ccccc1NC(=O)c1cc(-c2cccc(O)c2)on1	-4	-8	-25	7	9	-2	-10	4	0.1	1
Cc1cc(C)c2c(c1)[C@@H]1C=CC[C@@H]1[C@H](c1ccc(S(=O)(=O)N3CCOCC3)cc1)N2	1	23	-2	-5	-4	-1	10	-8	2.4	0
COc1cccc(C(O)c2nc(-c3cccc4cccnc34)cs2)c1 (centres undefined)	-3	nt	nt	2	nt	nt	nt	11	-0.1	-3
Cc1ccccc1C(C)(O)c1cnc(C)n1Cc1ccccc1 (centres undefined)	3	nt	nt	0	nt	nt	-4	-8	-0.3	-4
C[C@]12CC[C@@H](O)CC1=CCC1C2CC[C@@]2(C)C1CC[C@@H]2N (some centres undefined)	4	-10	-4	-2	nt	nt	7	-26	0.2	1
CSc1ccccc1NC(=O)COc1ccc(S(=O)(=O)N2CCCC2)cc1	3	-12	-7	-6	-9	2	2	10	-3.4	0
